# LGR2 antag – Drosophila LGR2 receptor signaling inhibition | 380,000 tested, 0.35% active | inhibition, % at 9.99 µM | HEK293 LGR2, CRE-luciferase, bursicon-stimulated, 4 h;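 active means drop in luminescence signal, shown as inhibition above about 50% in the replicate tests, limit read from the data, passing the limit was not always enough; inconclusive means probably only some replicates passing the limit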;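 further: agonist challenge used bursicon conditioned medium at about half maximal strength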
# S100A4 inh HTS – S100A4-myosin IIA interaction inhibition; P26447; S100A4/TAMRA-MyoIIA peptide fluorescence polarization; inhibition, % at 10.7 µM; 360,000 tested, 0.14% active; AID 652163;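 active means mean inhibition of at least 70% across replicates, with every replicate also reaching that level; inconclusive means mean inhibition reaches 70% but some replicates fall short; inactive means mean inhibition below 70%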
# Target sequence (P26447 whole entry, looked up): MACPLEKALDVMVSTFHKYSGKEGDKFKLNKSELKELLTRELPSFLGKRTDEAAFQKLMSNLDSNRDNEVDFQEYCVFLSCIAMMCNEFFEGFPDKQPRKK
#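 Test system: S100A4 monomer protein. Medium: HEPES buffer with Ca2+, pH 7.2. Reagent: fluorescent myosin IIA peptide, 5 nM. Compound dosing: single-point compound testing. Timing: 5 min between mix addition and reading. Benchmarks: DMSO neutral and TFP positive wells.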
# Cneo AK release – causes C. neoformans cell lysis; adenylate kinase release luminescence, 4 h; normalised: neutral wells 0, clomiphene wells 100; lysis activity, % at 15 µM; 360,000 tested, 0.2% active; AID 651654;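 active means mean lysis activity across replicates of at least 80%, whatever share of replicates individually reach that level; inactive means mean lysis activity below 80%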
#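 Assay system: Cryptococcus neoformans yeast cells / Dosing: single-point compound dose / Timing: 4 h at 37 °C static, read 1 h later / Measured by: luminescence of released adenylate kinase using an AK detection reagent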
# Xi reactivation – reactivates the inactive X chromosome in mouse fibroblasts; XiGFP mouse fibroblasts, % GFP-positive cells imaging, 3 d; cells co-treated with 5-aza-dC sensitizer; scaled so ellipticine positive control = 100%; activation, % at 7.58 µM; 360,000 tested, 0.055% active; AID 743238;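 active means mean normalized replicate activation at least 10% and every replicate at or above 10%; inconclusive means only one of the two criteria met; inactive means mean below 10% and not all replicates reach 10%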;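 further: 0% = median of on-plate neutral control wells and 100% = ellipticine 6 µM median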
#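 System: SV40-immortalized XiGFP fibroblast cells, line 68-5-11 / Incubation: 3-day compound exposure, then 15 min fixation at room temperature / Compound: single concentration per compound, delivered by pin transfer / Buffer or medium: DMEM plus 5-aza-dC sensitizer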
# C2C12 statin – protects C2C12 myotubes from simvastatin toxicity. ATP luminescence, 48 h; scaled: DMSO 0, geranylgeraniol control 100. rescue of ATP level, % at 7.49 µM. 330,000 tested, 0.78% active. AID 602340;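 active means mean ATP rescue above about 67%, or every replicate alone reaching that limit, limit read from the data, passing the limit was not always enough; inconclusive means no clear call, values can overlap the other calls; inactive means mean under the limit and some replicate under it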;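 further: myotubes were challenged with 10 µM simvastatin during compound exposure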
# SIRT5 inh – blocks human SIRT5 desuccinylation of peptide | Purified SirT5, succinyl-peptide AMC, trypsin-coupled fluorescence | inhibition, % at 15 µM | 330,000 tested, 1.1% active | AID 652115; in the data active means inhibition above about 15%; inconclusive means no clear call, values can overlap the other calls
# ERAP1 HTS inh – blocks human ERAP1 aminopeptidase activity | recombinant ERAP1, Leu-AMC fluorescence, 60 min | 340,000 tested, 0.15% active | Q9NZ08 | inhibition, % at 10.7 µM;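 active means mean replicate inhibition of at least 30%, or all replicates individually reaching that 30% level; inactive means mean below 30% and not every replicate reaching it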;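 further: 0% = neutral control wells and 100% = L-leucinethiol positive control wells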
# Target sequence (Q9NZ08 whole entry, looked up): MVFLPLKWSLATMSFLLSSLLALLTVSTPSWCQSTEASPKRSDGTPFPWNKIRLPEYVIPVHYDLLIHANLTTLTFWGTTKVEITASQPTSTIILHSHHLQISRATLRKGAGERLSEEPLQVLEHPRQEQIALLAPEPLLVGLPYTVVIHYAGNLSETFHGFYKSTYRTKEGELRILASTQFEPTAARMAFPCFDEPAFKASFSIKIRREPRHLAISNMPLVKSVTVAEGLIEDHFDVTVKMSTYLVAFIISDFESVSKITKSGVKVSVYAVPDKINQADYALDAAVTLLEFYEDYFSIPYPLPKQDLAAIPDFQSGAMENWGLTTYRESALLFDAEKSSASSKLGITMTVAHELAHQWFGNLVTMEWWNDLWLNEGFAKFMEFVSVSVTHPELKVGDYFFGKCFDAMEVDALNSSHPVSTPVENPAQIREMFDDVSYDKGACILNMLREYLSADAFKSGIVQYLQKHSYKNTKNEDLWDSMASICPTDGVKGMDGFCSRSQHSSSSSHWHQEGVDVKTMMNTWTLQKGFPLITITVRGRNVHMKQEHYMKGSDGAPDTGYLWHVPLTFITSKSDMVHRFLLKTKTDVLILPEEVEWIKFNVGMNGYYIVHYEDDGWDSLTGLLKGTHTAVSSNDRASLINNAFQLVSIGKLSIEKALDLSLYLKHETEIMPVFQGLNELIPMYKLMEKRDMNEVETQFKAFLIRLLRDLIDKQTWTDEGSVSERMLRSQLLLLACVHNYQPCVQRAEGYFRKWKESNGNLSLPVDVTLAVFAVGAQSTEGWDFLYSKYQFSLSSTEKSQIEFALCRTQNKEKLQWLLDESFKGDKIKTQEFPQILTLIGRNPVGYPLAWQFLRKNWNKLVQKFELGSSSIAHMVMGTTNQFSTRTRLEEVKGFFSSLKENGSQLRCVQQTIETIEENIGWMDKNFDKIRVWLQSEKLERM
# PGC1a acetyl inh – lowers PGC1a acetylation signal in U2OS cells; inhibition, % at 15.6 µM; AID 651687; 350,000 tested, 0.17% active; AlphaScreen anti-acetyl-lysine; with virally co-expressed GCN5 acetyltransferase;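 active means every replicate shows inhibition of at least 40%; inconclusive means mean inhibition at least 40% but some replicate below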;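 further: 0% = neutral control wells and 100% = positive control wells; some results beyond the cut were filed as inactive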
# Numbers without * were called inactive; ? = inconclusive; . = no result given; & = joins results of further samples. These rows are one share of the data. The share of hits here may be higher or lower than overall.
SMILES,PGC1a acetyl inh,C2C12 statin,Xi reactivation,S100A4 inh HTS,Cneo AK release,ERAP1 HTS inh,SIRT5 inh,LGR2 antag
CC(C)(C)c1c(Cl)c(O)c(-c2ccccc2)c(=O)n1-c1ccccc1,-0.6,.,-0.1,-1.2,.,8.3,3.5,-17.3
CCOC(=O)C1(CCOc2ccccc2)CCN(C(=O)CCSC)CC1,.,4.9,0.1,-0.6,0.2,-0.9,0.7,-3.8
Cc1ccc(S(=O)(=O)N[C@H]2C=C[C@H](CC(=O)O)O[C@@H]2CO)cc1,-13.0,-0.8,1.9,121.6*,-2.9,3.7,6.6,28.2
C[C@@H]1CN([C@@H](C)CO)C(=O)c2cccc(NS(=O)(=O)c3ccc(F)cc3)c2O[C@@H]1CN(C)Cc1ccccc1,-33.6,-11.2,0.0,5.2,48.2,1.8,12.9,3.5
CCNC(=O)C[C@@H]1CC[C@@H]2[C@@H](COc3ccc(NC(=O)Nc4ccccc4Cl)cc3C(=O)N2C)O1,-3.1,-1.7,0.5,3.1,-7.6,0.2,-4.0,-6.0
Cc1cccc2sc(NC(=O)C3=NN(c4ccccc4)C(=O)CC3)nc12,.,.,0.0,-8.7,.,3.6,-2.7,1.9
CCN(CC)S(=O)(=O)c1ccc(S(=O)(=O)NCc2cccs2)cc1,-12.5,4.4,0.0,1.1,-1.0,-1.4,-0.4,-7.6
C[C@@H]1CN([C@@H](C)CO)C(=O)Cc2cc(NC(=O)c3ccncc3)ccc2O[C@@H]1CN(C)Cc1ccc(C(=O)Nc2ccccc2N)cc1,2.0,.,-0.1,5.0,.,-1.5,.,5.1
CCCCn1c(-c2cccs2)nc2oc3ccccc3c(=O)c2c1=O,5.0,.,0.0,7.2,.,.,-4.4,-3.3
CCc1cccc(NC(=O)COC(=O)/C=C/c2cccs2)c1,.,-10.9,-0.1,-2.8,0.4,2.1,-5.2,-4.5
C=C[C@@H]1c2cc(C)ccc2N(S(=O)(=O)c2ccc(C)cc2)[C@H](c2ccccc2C(F)(F)F)C1(C#N)C#N,.,-8.2,-0.3,1.3,0.9,-1.7,1.5,-0.3
CC(=O)Nc1ccc(NC(=O)C(C)n2nc([N+](=O)[O-])c(Br)c2C)cc1 (configuration not stated),3.8,-24.7,.,17.4,-3.3,-5.0,-2.5,-6.3
C[C@@H]1CN([C@@H](C)CO)C(=O)Cc2cc(NC(=O)Nc3ccc4c(c3)OCO4)ccc2O[C@@H]1CN(C)CC1CCCCC1,-16.6,-1.1,0.0,?,5.5,0.0,18.8*,-28.8
O=C(CN1CCCCC1)NCC1(c2ccccc2)CCCC1,5.7,.,0.4,1.5,.,-0.5,4.6,19.1
C[C@H]1CN([C@@H](C)CO)C(=O)c2cccc(NC(=O)Nc3ccccc3)c2O[C@H]1CN(C)S(=O)(=O)c1ccc(F)cc1,-3.2,16.5,-0.1,28.9,-2.8,-4.5,-1.5,-3.8
Cc1nnc(SCC(=O)Nc2ccc(F)cc2)n(N)c1=O,-1.8,.,0.3,9.3,3.7,2.0,-3.7,12.3
COc1ccc(NC(=O)N(C)C[C@H]2Oc3ccc(NS(=O)(=O)c4ccccc4)cc3CC(=O)N([C@H](C)CO)C[C@@H]2C)cc1,1.9,-17.5,0.2,7.8,.,1.7,7.4,11.0
Clc1ccc(-c2cn3cc(Br)ccc3n2)cc1Cl,.,.,0.5,0.8,.,2.2,-5.5,.
CC1=C([N+](=O)[O-])C(c2ccccc2C(F)(F)F)NC(=O)N1C (configuration not stated),.,15.3,0.0,0.7,.,1.5,-1.1,-4.0
O=C(CCC1CCCC1)NCCS(=O)(=O)N1CCN(c2ccc(F)cc2)CC1,.,.,0.1,9.1,.,0.7,-2.2,-2.6
CCC(=O)N[C@H]1CC[C@@H](CC(=O)NCc2ccccc2F)O[C@@H]1CO,-0.6,-8.6,0.6,-3.3,-3.2,-0.9,-2.0,-10.4
C[C@@H]1CCCCO[C@H](CN(C)Cc2ccc(C(=O)O)cc2)[C@H](C)CN([C@H](C)CO)C(=O)c2cc(N(C)C)ccc2O1,4.6,-8.2,0.1,9.1,0.8,-0.3,3.0,-16.1
CC1CN(c2ccc(NS(=O)(=O)c3ccccc3)cc2C(=O)O)CC(C)O1 (configuration not stated),-2.7,5.6,0.0,0.0,-4.5,1.3,-4.8,.
Cc1oc(C)c(S(=O)(=O)NCc2cccs2)c1C(=O)O,7.3,-3.0,0.3,0.4,1.3,.,-28.1,10.9
COc1cccc(OC)c1C(=O)OCC(=O)NCc1ccco1,15.8,2.7,0.0,2.8,0.7,2.4,-3.7,-5.5
COc1ccc(/C=C/C(=O)c2cc(F)ccc2OC(=O)c2ccc(OC)c(OC)c2)cc1OC,-9.9,.,0.1,7.1,1.3,-1.4,-2.3,25.4
CCCC(=O)NCC(c1cccs1)S(=O)(=O)c1ccc(C)cc1 (configuration not stated),4.0,-0.4,0.0,-1.3,1.2,3.2,-2.8,5.0
CCC1(c2ccccc2)C(=O)N(C(=O)OC(C)(C)C)N1C(=O)OC(C)(C)C (configuration not stated),-10.7,-11.6,-0.3,-0.6,-5.8,.,.,1.5
CC(=O)N(Cc1cccc(F)c1)C[C@@H]1[C@@H](c2ccccc2)[C@@H](CO)N1C(C)=O,.,.,0.4,-16.7,.,1.3,-5.2,14.3
O=C(COC(=O)c1ccc(F)c(S(=O)(=O)N2CCOCC2)c1)NCc1ccc(Cl)cc1,5.5,-1.1,0.0,-2.2,-5.7,-1.8,-1.7,2.4

# Compound profiles, from the list above. Order of values: PGC1a acetyl inh | C2C12 statin | Xi reactivation | S100A4 inh HTS | Cneo AK release | ERAP1 HTS inh | SIRT5 inh | LGR2 antag
# CCC1(c2ccccc2)C(=O)N(C(=O)OC(C)(C)C)N1C(=O)OC(C)(C)C (configuration not stated) is listed as -10.7 | -11.6 | -0.3 | -0.6 | -5.8 | . | . | 1.5
# O=C(COC(=O)c1ccc(F)c(S(=O)(=O)N2CCOCC2)c1)NCc1ccc(Cl)cc1 is listed as 5.5 | -1.1 | 0.0 | -2.2 | -5.7 | -1.8 | -1.7 | 2.4

# Later entries
SMILES,PGC1a acetyl inh,C2C12 statin,Xi reactivation,S100A4 inh HTS,Cneo AK release,ERAP1 HTS inh,SIRT5 inh,LGR2 antag
CO[C@@H]1CN(C)C(=O)c2cc(NC(=O)Nc3cc(F)ccc3F)ccc2OC[C@H](C)NC[C@@H]1C,-9.6,-9.8,0.4&0.3&-0.2,0.6&0.8,-0.6,1.7&-3.9,4.1,-2.1&-12.3
O=C(CN1C(=O)CSCC1=O)NCc1ccc(F)cc1,2.9,-4.9,0.2,-2.0,-1.8,1.4,-1.1,-8.3
Cc1cc([N+](=O)[O-])cc([N+](=O)[O-])c1NCC(C)C,-19.9,.,0.0,-7.8,1.3,7.3,-0.9,18.1
COCC(=O)N1CC(=O)N2[C@@H](CO)[C@H](c3ccc(C#Cc4cccnc4)cc3)[C@@H]2C1,1.4,.,0.2,-0.6,.,-3.4,-3.6,9.0
Cc1ccc(/C=C/S(=O)(=O)NCC(=O)OCC(=O)Nc2c(F)cccc2F)cc1,-9.8,2.8,-0.1,-2.3,-0.6,7.0,-3.0,-4.0
O=S(=O)(NCC(c1ccc2c(c1)OCO2)N1CCOCC1)c1ccccc1 (configuration not stated),0.4,-1.6,0.0,-0.4,-0.2,-4.9,8.8,-21.0
O=C(NC1CCCC1)[C@H]1[C@H](CO)[C@H]2Cn3c(ccc(-c4ccccc4)c3=O)[C@@H]1N2CC1CC1,6.4,.,0.1,1.2,.,-0.3,-3.4,2.4
Cn1cnc(CCNC(=O)C[C@H]2CC[C@@H]3[C@H](COC[C@H](O)CN3C(=O)Nc3ccc(C(F)(F)F)cc3)O2)c1,4.3,-8.7,0.2,.,1.1,.,.,1.5
COc1ccccc1N1CCN(C(=O)Nc2cccc(Cl)c2)CC1,-0.7,19.8,.,0.2,1.9,2.4,3.6,-33.9
COc1ccc(NC(=S)NC2CCCC2)c(OC)c1,6.4,-2.9,0.2,6.0,-2.5,1.2,.,-1.0
CCOC(=O)c1ccccc1NC1c2ccccc2C(=O)N1c1ccc(C)cn1 (configuration not stated),.,9.4,0.0,0.6,0.2,4.2,0.4,1.2
Cc1ccccc1NC(=O)C(NS(=O)(=O)c1ccc2c(c1)c(=O)n(C)c(=O)n2C)c1ccccc1 (configuration not stated),1.1,14.3,0.2,-1.4,-5.0,0.9,-1.4,2.0
COc1ccccc1-c1ccccc1[C@@H]1[C@H](C#N)N(C(=O)C2CCOCC2)[C@H]1CO,-3.9,.,0.0,10.5,.,-5.0,-3.3,-5.0
COc1cccc(CNC(=O)COC(=O)CN(C)S(=O)(=O)c2ccc(NC(C)=O)cc2)c1,-4.1,-3.5,0.5,-3.1,1.7,-2.6,-3.8,0.3
CCCC(O)(c1ccccc1)C(c1ccccc1)c1ccccn1 (configuration not stated),-14.1,6.9,0.1,0.3,-1.2,-2.1,-4.1,5.9
O=C(CN1C(=O)c2ccccc2C1=O)NCc1ccc(F)cc1,-33.2,6.0,0.4,-5.2,-4.1,.,-3.4,-2.7
COc1ccccc1OCC(=O)Nc1ccncc1,4.4,4.7,0.0,-0.7,-0.3,3.5,-2.4,7.6
O=C(O)C1C2C=CC(C2)C1C(=O)NCc1ccccc1F (configuration not stated),.,8.0,-0.1,6.1,-1.2,-0.2,.,6.3
COc1ccccc1Cc1c(-c2ccc(Cl)cc2)nc2c3ccccc3ccn12,.,.,0.3,-0.6,.,-6.3,-3.9,-13.4
O=C(CSc1ccc(Cl)cc1)NC(=O)NCc1ccco1,.,.,5.0,17.7,.,0.0,-7.1,6.1
CC1=C(C(=O)O)N2C(=O)C(NC(=O)c3nn(C)c(C)c3Cl)C2SC1 (configuration not stated),.,.,0.1,-1.0,.,3.0,-2.0,.
CCOC(=O)[C@]12CCC=C1N(Cc1ccc(Cl)cc1Cl)C(=O)[C@H](CC(=O)N1CCSCC1)C2,.,.,0.1,6.1,.,-0.7,-4.8,-20.7
O=C(CSc1nnc(Nc2ccccc2F)s1)Nc1cccc(S(=O)(=O)N2CCCCC2)c1,.,1.0,0.0,.,-9.4,.,.,-19.1
O=C(C(c1ccccc1)c1ccccc1)N1CCN(CCN2C(=O)c3cccc4cccc(c34)C2=O)CC1,.,.,0.3,-3.4,.,3.8,-3.7,.
CC(C)NC(=O)Nc1ccc2c(c1)C(=O)N([C@@H](C)CO)C[C@@H](C)[C@H](CN(C)Cc1ccc(Oc3ccccc3)cc1)O2,0.1,-20.7,-1.2,-16.0,1.5,1.5,0.7,-12.0
CCN1C(=O)C(CC(=O)Nc2ccc(OC)cc2)N(Cc2cccs2)C1=S (configuration not stated),-7.0,-10.9,.,1.8,.,1.5,-0.5,11.9
COc1ccc(-c2nnn(Cc3ccccc3)n2)cc1,1.7,-0.1,0.2,2.7,-1.8,0.0,-0.7,-32.3
N/C(=N\OC(=O)CCCc1ccccc1)c1ccccc1Cl,0.4,.,0.4,1.6,-1.6,0.9,0.3,-57.2
